Screening results as filed in PubChem.
m-calpain inh: inhibitors of pig calpain II; AID 1236; inhibition, % at 16 µM; 0.37% of 220,000 active; purified calpain II, fluorogenic peptide substrate, 30 min;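 active means inhibition above about 50%, limit read from the data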
EP2 modulator: EP2 receptor (human) modulation | 0.83% of 260,000 active | P43116 | induction, % at 25 µM | EP2-expressing cells, cAMP HTRF FRET, PGE2 co-stimulation;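 active means compounds whose cAMP rise, as percent of the full-agonist control response, exceeds 60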;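 further: rat C6 glioma line stably carrying human EP2 under a CMV promoter; the protocol text gives 20 µM as final concentration; 100% = response of wells given 1 µM PGE2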
Target sequence (P43116 whole entry, looked up): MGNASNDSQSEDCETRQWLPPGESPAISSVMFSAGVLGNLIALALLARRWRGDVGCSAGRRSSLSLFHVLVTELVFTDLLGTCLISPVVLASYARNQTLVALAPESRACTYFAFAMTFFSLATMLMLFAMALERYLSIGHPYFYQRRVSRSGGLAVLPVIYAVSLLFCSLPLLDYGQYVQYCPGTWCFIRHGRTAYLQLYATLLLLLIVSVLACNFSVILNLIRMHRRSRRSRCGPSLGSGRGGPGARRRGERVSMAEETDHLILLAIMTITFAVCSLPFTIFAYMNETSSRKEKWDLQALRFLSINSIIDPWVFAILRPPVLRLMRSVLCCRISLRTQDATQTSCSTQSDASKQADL
PERK inhibitor: human PERK inhibition, primary cell-based screen; inhibition, % at 5.6 µM; 0.17% of 220,000 active; CHO PERK-DD fusion, SEAP luminescence translation reporter; Q9NZJ5;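 active means inhibition above the mean inhibition of all tested compounds plus 3 SD, set separately per screening campaign, cut at about 2.9% in these data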;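 further: PERK kinase domain activated by AP20187 dimerizer at 100 nM; 0% = DMSO with dimerizer and 100% = rapamycin at 8.4 µM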
S1P4 ag: human S1P4 receptor agonism. O95977. S1P4-expressing cell line, agonist reporter assay. activation, % at 4.98 µM. 0.35% of 220,000 active. AID 1509; in the data active means activation above about 11%;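 further: 0% = DMSO vehicle and 100% = reference agonist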
S1P4 antagonist: blocks the human S1P4 receptor; O95977; S1P4-expressing cells, antagonist mode, reporter read-out; inhibition, % at 4.98 µM; 0.26% of 220,000 active; in the data active means inhibition above about 29%;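 further: 0% = wells stimulated with agonist and 100% = vehicle wells without agonist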
Ba/F3 V617F tox: reduce viability of Ba/F3 cells dependent on JAK2V617F. Ba/F3 EpoR-JAK2V617F viability, ATP luminescence. inhibition, % at 5.6 µM. 1.1% of 220,000 active. AID 1446;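 active means inhibition above the campaign mean plus 3 SD over all tested compounds, cut at about 24% in these data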;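 further: cytokine-independent growth of Ba/F3 cells driven by EpoR plus mutant JAK2; 0% = DMSO-treated cells and 100% = JAK inhibitor I control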
zfTRPN1 agonist: agonists of zebrafish TRPN1 channel | HEK293 zebrafish TRPN1-YFP, Fluo-8 calcium fluorescence; 100% = response to 87 µM carbachol | activation, % at 3 µM | 0.18% of 220,000 active;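 active means activation above its plate's cutoff, the mean activation of test wells on that plate plus 3 SD, cut at about 19% in these data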;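 further: 0% = DMSO alone and 100% = 87 µM carbachol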
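Material – zebrafish TRPN1-YFP in HEK293 cells · Doses – 3 µM single point · Schedule – dye 1 h 37 °C plus 30 min RT · Signal – Fluo-8 calcium fluorescence, excitation 470-495 nm, emission 515-575 nm · Read-out – % activation versus carbachol response · Control set – carbachol high, DMSO low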
TRPML3 ag: activates the human TRPML3 channel | Q8TDD5 | HEK293 TRPML3-YFP, Fluo-8 calcium fluorescence; 100% = the carbachol control signal | activation, % at 3 µM | 0.29% of 220,000 active | AID 1448;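 active means activation above its plate's cutoff, the mean activation of the plate's test wells plus 3 SD, cut at about 12% in these data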;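 further: 0% = DMSO only wells and 100% = carbachol wells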
Target sequence (Q8TDD5 whole entry, looked up): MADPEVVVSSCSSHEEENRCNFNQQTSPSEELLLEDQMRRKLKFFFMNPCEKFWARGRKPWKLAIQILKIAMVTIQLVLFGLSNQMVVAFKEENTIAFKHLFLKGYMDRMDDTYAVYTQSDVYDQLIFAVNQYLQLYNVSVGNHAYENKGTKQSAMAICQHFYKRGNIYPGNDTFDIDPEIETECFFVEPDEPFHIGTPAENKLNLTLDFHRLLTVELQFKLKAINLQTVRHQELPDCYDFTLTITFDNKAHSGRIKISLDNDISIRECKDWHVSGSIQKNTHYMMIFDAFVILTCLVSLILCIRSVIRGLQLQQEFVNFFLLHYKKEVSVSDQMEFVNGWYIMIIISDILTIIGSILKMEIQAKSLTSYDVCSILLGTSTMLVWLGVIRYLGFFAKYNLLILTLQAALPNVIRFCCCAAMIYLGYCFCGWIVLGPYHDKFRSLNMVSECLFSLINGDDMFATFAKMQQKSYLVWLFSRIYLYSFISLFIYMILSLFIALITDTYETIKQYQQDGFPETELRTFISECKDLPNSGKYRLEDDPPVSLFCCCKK
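Test system: TRPML3-YFP stable HEK293 cells. Doses: single point at 3 µM. Incubation: dye loading 1 h 37 °C then 30 min ambient, 125 s read. Signal: Fluo-8 calcium dye fluorescence, ex 470-495, em 515-575 nm. Measure: percent activation from peak-to-basal fluorescence ratio, scaled between DMSO and carbachol.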
BaF3 parental: counter-screen for JAK2V617F inhibitors: parental Ba/F3 viability inhibitors; CellTiter-Glo ATP luminescence; inhibition, % at 5.6 µM; 1.1% of 220,000 active; AID 1486;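 active means inhibition above a per-campaign cutoff, the mean inhibition of all tested compounds plus 3 SD, cut at about 27% in these data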;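 further: 0% = DMSO wells and 100% = JAK Inhibitor I control wells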
An asterisk follows results filed as active; i = inactive.

SMILES	m-calpain inh	EP2 modulator	PERK inhibitor	S1P4 ag	S1P4 antagonist	Ba/F3 V617F tox	zfTRPN1 agonist	TRPML3 ag	BaF3 parental
CCOc1ccc(C(=O)Nc2cccc(C)n2)cc1	10	18	0.0	0.1	-20	1	0.3	1.0	7
COc1ccccc1-c1c(C)nn2c(C)c(C(C)=O)cnc12	6	8	0.0	-3.7	-19	-3	-0.5	0.1	3
COc1ccc(N2C(=O)[C@@H]3[C@H](C2=O)[C@H](C(=O)c2ccc(OC(C)=O)cc2)N2N=CC=C[C@@H]32)cc1	17	-2	0.3	-0.3	-16	2	0.4	0.8	0
O=C(Nc1nnc(SCc2ccccc2)s1)c1cccc([N+](=O)[O-])c1	3	-3	1.0	1.1	-16	2	2.6	1.6	8
C/C(=N\NC(=O)C1CC1)c1cccc(NC(=O)c2cccc(Cl)c2)c1	-14	-15	1.3	-1.4	-3	2	-0.3	-0.6	6
O=C(COC(=O)c1cnccn1)Nc1ccc(Cl)cc1	-5	1	1.5	-5.1	-6	-5	-0.2	1.0	0
COc1cc(/C=N/Nc2nc3ccccc3s2)cc([N+](=O)[O-])c1O	31	-2	0.5	0.1	8	0	-2.2	-0.1	-2
O=C(CSC1=Nc2ccccc2C2=NC(CC(=O)NCc3ccco3)C(=O)N12)NCc1ccco1 (stereo not given)	-119	20	-1.2	-0.2	-10	6	2.1	0.7	4
Cc1cc(NC(=O)CSc2nnc(-c3cccnc3)n2Cc2ccccc2)no1	26	-7	0.7	1.5	-8	1	0.4	0.7	7
COc1ccc(NC2c3ncccc3C(=O)N2Cc2ccccc2)c(OC)c1 (stereo not given)	8	23	-1.2	1.0	-20	2	0.7	0.2	6
O=C(NCc1cccnc1)C(=O)NCC(c1ccco1)N1CCN(c2ccccc2)CC1 (stereo not given)	0	18	-0.2	0.7	-16	-2	0.8	1.0	6
CCC(=O)Nc1cc(C)c(NC(=O)c2ccccc2OC)cn1	7	3	-0.3	1.9	-14	-2	0.0	2.0	3
C/C(=C\C(=O)c1ccc(C)cc1)Nc1cccc(O)c1	49	11	2.2	1.8	-10	-3	0.7	0.7	1
O=C/C(=C\Nc1ccc(C(=O)N2CCOCC2)cc1)c1nc2ccccc2o1	21	-12	0.9	-1.1	1	4	0.8	1.4	11
Cc1ccccc1NS(=O)(=O)c1ccc2[nH]cc(C(=O)N(C)Cc3ccco3)c(=O)c2c1	-29	46	0.3	-1.8	-11	0	-0.6	-0.1	2
CC(C)(C)N(CC#CCC1(O)c2ccccc2-c2ccccc21)CCO	-19	-38	-0.1	1.1	-10	1	-0.1	1.3	2
Cc1ccc(S(=O)(=O)Nc2nc(N)n(-c3ccccc3)n2)cc1	-6	30	2.1	1.4	6	-4	1.0	0.8	-1
Cc1cc2cc(CN(C(=O)C3CC3)C3CCCC3)c3nnnn3c2cc1C	14	26	0.2	-0.3	-9	3	0.5	0.2	11
Cc1ccc(C)c(-c2cc(C(=O)NNC(=S)NCC(C)C)c3ccccc3n2)c1	-42	2	0.3	0.0	-19	1	0.6	0.5	7
Cc1cc(C)nc(SC(C)C(=O)O)n1 (stereo not given)	14	8	-0.1	1.5	-4	-1	-0.2	1.4	3
O=C(CCS(=O)(=O)c1ccc(Br)s1)NC1CCCC1	-3	-10	-0.9	-1.6	-12	-2	1.2	0.5	1
O=c1[nH]c(CN(CCO)CCO)nc2c1C1(CCCCC1)Cc1ccccc1-2	-26	20	-1.0	2.3	3	3	1.3	0.6	2
Cc1ccc(S(=O)(=O)N2CCC(C(=O)OC(C)C(=O)NCc3ccc4c(c3)OCO4)CC2)cc1 (stereo not given)	-35	-6	0.2	-1.9	19	-1	0.4	0.3	4
Cc1nnc(NN2CCOCC2)[nH]c1=O	2	1	1.2	0.3	-9	3	2.0	2.1	7
Cc1cccc(C)c1-n1c(C)cc(/C=C2\C(=O)NN(c3ccccc3)C2=O)c1C	-73	0	0.1	0.8	-9	-1	-0.8	1.4	3

Exported as labelled records: part of the list above.
COc1ccc(N2C(=O)[C@@H]3[C@H](C2=O)[C@H](C(=O)c2ccc(OC(C)=O)cc2)N2N=CC=C[C@@H]32)cc1
  m-calpain inh = 17 | EP2 modulator = -2 | PERK inhibitor = 0.3 | S1P4 ag = -0.3 | S1P4 antagonist = -16 | Ba/F3 V617F tox = 2 | zfTRPN1 agonist = 0.4 | TRPML3 ag = 0.8 | BaF3 parental = 0

O=C(Nc1nnc(SCc2ccccc2)s1)c1cccc([N+](=O)[O-])c1
  m-calpain inh = 3 | EP2 modulator = -3 | PERK inhibitor = 1.0 | S1P4 ag = 1.1 | S1P4 antagonist = -16 | Ba/F3 V617F tox = 2 | zfTRPN1 agonist = 2.6 | TRPML3 ag = 1.6 | BaF3 parental = 8

(cont.)
SMILES	m-calpain inh	EP2 modulator	PERK inhibitor	S1P4 ag	S1P4 antagonist	Ba/F3 V617F tox	zfTRPN1 agonist	TRPML3 ag	BaF3 parental
COC(=O)c1ccc(COc2ncnc3c(Cl)cc(Cl)cc23)o1	-7	18	-2.5	0.4	-9	4	-0.3	-0.2	6
Cc1ccc(N(CN2CCCC2=O)C(=O)c2ccccc2)cc1	7	20	1.8	1.9	-8	-2	-0.6	0.4	-1
CC(=O)NC1(C(F)(F)F)C(=O)Nc2c1c(=O)n(C)c(=O)n2C (stereo not given)	-11	19	0.3	-0.1	-5	-1	-0.2	0.3	-1
Cc1ccc(C(C)C)c(OCc2nc(-c3nonc3N)no2)c1	15	32	-0.2	3.1	-14	1	-1.1	-0.1	4
O=C(CCN(NC(=O)c1ccccc1)C1=NS(=O)(=O)c2ccccc21)NC1CCCCC1	5	20	0.9	-0.8	-5	-1	0.4	0.7	4
O=C(O)CNS(=O)(=O)c1ccc2[nH]c(=O)c(=O)[nH]c2c1	-55	33	0.5	0.2	-7	-2	1.4	0.6	6
COc1ccc(Cl)cc1NC(=O)C(C)N(C)Cc1cccc(Cl)c1Cl (stereo not given)	24	10	0.0	-0.1	-14	5	0.5	0.0	10
Cc1nc(Cl)c(Cl)n1CCOc1ccccc1	3	-20	0.5	0.6	5	-4	-1.1	-0.5	7
Cc1ccc(/C=N/NC(=O)C2(C)CC2(Br)Br)cc1 (stereo not given)	-4	6	0.7	-1.4	0	3	-0.1	-0.2	8
NC(=O)NC(=O)COC(=O)CC12CC3CC(CC(C3)C1)C2	-4	7	1.3	0.1	-4	-1	0.7	0.8	3
CC1CCN(c2ccc(/C=N/n3nnnc3N)cc2[N+](=O)[O-])CC1	14	-9	0.6	-1.2	-18	-3	0.0	0.1	-2
CCOc1ccc(-c2nc(-c3ccncc3)no2)cc1OCC	-36	17	0.8	0.4	-14	-3	0.2	0.1	-1
Cc1ccc(S(=O)(=O)N2CCN(S(=O)(=O)N3CCCCCC3)CC2)cc1	2	-24	0.1	-0.8	15	-4	2.3	0.2	3
CC1(C)Cc2ccccc2-c2nnnn21	6	-8	1.1	0.4	-10	2	-1.5	0.2	0
O=C(COC(=O)C1CCCCC1)NCCc1ccccc1	14	4	1.6	3.3	-3	1	-0.5	-0.6	6
O=C(NNC(=O)c1ccccc1C(=O)O)c1ccc(O)cc1	24	10	-0.3	-2.2	5	6	1.3	0.1	11
Cc1ccc(C2NC(C(=O)O)CS2)cc1 (stereo not given)	-33	39	-0.2	0.4	-20	-2	1.8	0.4	5
CCC(=O)Nc1ccc(Cl)c(NC(=O)c2cccc(OC)c2)c1	4	-2	0.3	0.9	2	-2	-0.9	0.8	2
COC(=O)C1(O)CC(C(C)C)=NN1C(=O)c1ccccc1 (stereo not given)	11	6	0.9	0.0	-8	0	1.0	0.1	6
O=c1c2ccccc2nc(SCc2ccc([N+](=O)[O-])cc2)n1CCCO	1	8	0.4	0.5	-2	-2	1.7	1.0	4
O=C(NCc1ccccc1)c1cccnc1N1CCOCC1	9	-21	0.5	-2.9	0	-3	-0.8	0.3	3
COCCNC(=O)CSc1nc2cc3c(cc2c(=O)n1CCCC(=O)NCCc1ccc(OC)c(OC)c1)OCO3	33	-15	0.9	1.0	-4	6	-0.5	-0.1	10
Cc1ccc(CSc2ccc(-c3ccco3)nn2)cc1	0	6	0.9	0.1	-3	-1	0.0	-0.5	7
Cc1cc(=O)n2c3ccccc3n(CC(O)CN3CCOCC3)c2c1C#N (stereo not given)	-14	17	0.7	2.0	1	0	0.7	-0.8	4
Cc1ccn2c(NC3CCCC3)c(-c3cccs3)nc2c1	i	28	-1.2	-1.2	1	4	-0.4	0.2	4
(listing goes on)
SMILES	m-calpain inh	EP2 modulator	PERK inhibitor	S1P4 ag	S1P4 antagonist	Ba/F3 V617F tox	zfTRPN1 agonist	TRPML3 ag	BaF3 parental
CC1(C)Cc2nc3n[nH]c(N)c3cc2CO1	-3	-2	1.4	1.4	-33	-2	1.6	0.9	2
Cc1cccc(C)c1OCC(=O)NCc1nnc(SCC(=O)NC2CCCCC2C)n1C (stereo not given)	8	16	-0.3	2.1	8	0	0.2	0.5	3
O=C(Nc1ccccc1N1CCN(c2ccc(F)cc2)CC1)c1ccccc1	-1	35	0.0	-0.8	-6	2	-0.5	-0.9	2
COc1ccc(OCC(=O)Nc2ccc(N3CCN(C(=O)c4ccco4)CC3)cc2)cc1	11	-7	-0.8	0.0	3	5	6.2	1.9	90*
O=C(NC1CCS(=O)(=O)C1)c1cc(-c2ccccc2)nc2ccccc12 (stereo not given)	-11	-8	-0.3	-1.4	-3	0	1.6	-1.8	4
CCc1nc(C)cn1S(=O)(=O)c1cc(Br)ccc1OC	-12	9	0.2	-2.1	-2	0	1.0	0.2	6
CCCC[n+]1c(C)sc2cc(OC)ccc21	28	-16	-0.6	2.2	12	1	-0.7	-0.9	5
COc1ccnc(Oc2ccc(F)cc2)c1-c1ncn[nH]1	-5	11	0.1	1.1	11	0	1.2	0.6	0
COc1ccc(CCNC(=O)C2CCN(S(=O)(=O)N3CCCCC3)CC2)cc1OC	-40	-18	-0.4	-0.4	-3	-1	-0.4	0.7	4
O=C(Cc1c(F)cccc1Cl)Nc1cc(S(=O)(=O)N2CCCCC2)ccc1N1CCOCC1	6	-6	0.3	-0.9	8	-5	-0.3	-0.8	0
O=[N+]([O-])c1ccc(N2CCN(S(=O)(=O)c3ccccc3)CC2)cc1NCCN1CCOCC1	7	5	-1.0	-3.0	-25	5	2.0	0.6	3

Filtered by structure: those above containing an aryl thioether with sulfur outside any ring (7)
SMILES	m-calpain inh	EP2 modulator	PERK inhibitor	S1P4 ag	S1P4 antagonist	Ba/F3 V617F tox	zfTRPN1 agonist	TRPML3 ag	BaF3 parental
O=C(Nc1nnc(SCc2ccccc2)s1)c1cccc([N+](=O)[O-])c1	3	-3	1.0	1.1	-16	2	2.6	1.6	8
Cc1cc(NC(=O)CSc2nnc(-c3cccnc3)n2Cc2ccccc2)no1	26	-7	0.7	1.5	-8	1	0.4	0.7	7
Cc1cc(C)nc(SC(C)C(=O)O)n1 (stereo not given)	14	8	-0.1	1.5	-4	-1	-0.2	1.4	3
O=c1c2ccccc2nc(SCc2ccc([N+](=O)[O-])cc2)n1CCCO	1	8	0.4	0.5	-2	-2	1.7	1.0	4
COCCNC(=O)CSc1nc2cc3c(cc2c(=O)n1CCCC(=O)NCCc1ccc(OC)c(OC)c1)OCO3	33	-15	0.9	1.0	-4	6	-0.5	-0.1	10
Cc1ccc(CSc2ccc(-c3ccco3)nn2)cc1	0	6	0.9	0.1	-3	-1	0.0	-0.5	7
Cc1cccc(C)c1OCC(=O)NCc1nnc(SCC(=O)NC2CCCCC2C)n1C (stereo not given)	8	16	-0.3	2.1	8	0	0.2	0.5	3
